AddAB inh = less growth of phage-infected E. coli with AddAB; E. coli expressing H. pylori AddAB, absorbance growth; inhibition, % at 11.9 µM; actives 0.29% (n = 330,000); in the data active = inhibition above about 12%;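 note: 0% = vehicle wells of infected cells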
PKA-R2B activ = activators of human PKA-R2B complex. P22694+P31323. PKA-R2B holoenzyme dissociation, Cy5-IP20 fluorescence polarization; R2B truncated from residue 108, S112A mutant; 0% DMSO only, 100% 113 µM cGMP. activation, % at 11.4 µM. actives 0.079% (n = 340,000);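 active = activation above a cutoff set at the mean over all compounds plus 3 SD, cut at about 18% in these data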;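 note: higher means more holoenzyme dissociation and a rise in polarization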
Target sequence (P31323 whole entry, looked up, other chains not shown, the tested form may be a part): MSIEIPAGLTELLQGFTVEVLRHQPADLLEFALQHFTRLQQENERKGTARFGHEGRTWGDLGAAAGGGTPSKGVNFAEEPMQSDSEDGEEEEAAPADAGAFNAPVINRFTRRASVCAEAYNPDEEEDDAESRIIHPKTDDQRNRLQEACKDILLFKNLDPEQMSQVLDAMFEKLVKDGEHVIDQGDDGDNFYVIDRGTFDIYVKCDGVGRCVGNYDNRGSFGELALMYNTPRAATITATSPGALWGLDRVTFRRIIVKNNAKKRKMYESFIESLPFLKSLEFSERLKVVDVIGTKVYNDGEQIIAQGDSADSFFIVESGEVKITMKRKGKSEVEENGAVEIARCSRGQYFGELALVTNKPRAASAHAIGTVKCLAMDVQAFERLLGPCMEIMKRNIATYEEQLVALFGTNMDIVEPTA
PfHsp90 yeast 2 = inhibits growth of yeast expressing Plasmodium falciparum Hsp90; S. cerevisiae expressing PfHsp90, BacTiter-Glo ATP, 48 h; yeast lacking PDR1 and PDR3 efflux regulators; inhibition, % at 9.4 µM; actives 0.32% (n = 310,000); AID 504621;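 active = every replicate shows inhibition above about 80%, whatever the replicate mean, limit read from the data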;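 note: 0% = DMSO neutral controls and 100% = 20 µM radicicol positive controls; yeast relying on Plasmodium falciparum Hsp90 in place of its own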
E coli growth = reduces bacterial viability in AddAB counter-screen; AID 449728; actives 0.27% (n = 330,000); E. coli V3065 growth, OD600 absorbance, 18 h; inhibition, % at 11.9 µM;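 active = inhibition above the campaign's mean inhibition across all tested compounds plus 3 SD, cut at about 9.9% in these data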;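 note: uninfected addAB+ strain grown without phage in ampicillin broth; 0% = DMSO wells and 100% = ciprofloxacin 0.95 µg/ml wells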
PKA-R1A act = activates the PKA-R1A holoenzyme complex | P00514+P68181 | actives 0.083% (n = 340,000) | activation, % at 11.4 µM | PKA-R1A dissociation, Cy5-IP20 fluorescence polarization; scaled: DMSO 0%, 113 µM cGMP 100%;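 active = percent activation above the mean of all tested compounds plus 3 SD, cut at about 19% in these data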;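 note: higher means more PKAc released from R1A so a rise in polarization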
MOR-DOR inv ag = mu-delta opioid heterodimer inverse agonism; P35372+P41143; cell-based MOR-DOR heterodimer luminescence; inhibition, % at 9.3 µM; actives 0.21% (n = 340,000); AID 504357; in the data active = inhibition above about 22%, passing the limit was not always enough;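 note: 0% = cells with DMSO and 100% = wells without cells with DMSO; values of inactives mirror those of a sister screen read the other way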
HTR5A inv ag = counter-screen for OPRM1-OPRD1 inverse agonists: human HTR5A inverse agonism | AID 504634 | P47898 | inhibition, % at 9.3 µM | actives 0.083% (n = 340,000) | HTR5A cell line, luminescence; in the data active = inhibition mostly above about 23%, no sharp cut-off; inactive = mostly below about 18%;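 note: 0% = cells with DMSO and 100% = no-cell wells with DMSO; some compounds called inactive have numbers as strong as hits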
Target sequence (P47898 whole entry, looked up): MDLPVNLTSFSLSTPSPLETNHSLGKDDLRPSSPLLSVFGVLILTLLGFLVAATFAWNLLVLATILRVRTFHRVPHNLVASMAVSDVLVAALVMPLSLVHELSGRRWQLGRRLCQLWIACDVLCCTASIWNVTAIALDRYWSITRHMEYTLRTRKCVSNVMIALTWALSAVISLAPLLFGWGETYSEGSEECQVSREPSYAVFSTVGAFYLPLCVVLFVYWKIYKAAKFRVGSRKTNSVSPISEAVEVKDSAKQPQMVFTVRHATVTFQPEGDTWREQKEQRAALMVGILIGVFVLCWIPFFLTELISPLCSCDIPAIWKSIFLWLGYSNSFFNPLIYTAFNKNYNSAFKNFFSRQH
phage Ecoli inh = E. coli growth loss with phage present; growth absorbance; inhibition, % at 11.9 µM; actives 0.26% (n = 360,000); AID 651602; in the data active = inhibition above about 11%
SUMO Mot1 rescue = SUMOylation pathway inhibition by Mot1-301 growth rescue. S. cerevisiae Mot1-301 growth rescue, ATP luminescence, 38.5C; percent above DMSO median, 100 means doubled. growth rescue, % at 18.8 µM. actives 1% (n = 320,000). AID 2716;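 active = every valid replicate shows activation above 250% relative to neutral control wells; inactive = the rest, any valid replicate at or below 250%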;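 note: OY570 slx delta 5 strain wells were the positive control but not used for scaling; some compounds called inactive have numbers as strong as hits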
Tat export inh = E. coli Tat transport inhibition; E. coli MC4100 TorA-mCherry Tat export, fluorescence; inhibition, % at 10 µM; actives 0.036% (n = 340,000); AID 488895;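 active = mean replicate inhibition at least 50% and at least half of replicates individually reaching 50%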;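 note: exported cargo escapes ClpAP degradation while cytoplasmic cargo is degraded and loses fluorescence; 0% = median of neutral control wells and 100% = median of NaSCN control wells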
MOR-DOR ag = agonists of human mu-delta opioid receptor heterodimerization | P35372+P41143 | cells, OPRM1-OPRD1 heterodimerization, luminescence | activation, % at 9.3 µM | actives 0.3% (n = 340,000) | AID 504326; in the data active = activation above about 18%;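 note: 0% = vehicle-treated cells and 100% = reference agonist; values of inactives mirror those of a sister screen read the other way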
Active calls of the source: *; / = not tested or not shown. No enrichment for hits, and some 2.2% of all compounds hit somewhere here.

SMILES | AddAB inh | PKA-R2B activ | PfHsp90 yeast 2 | E coli growth | PKA-R1A act | MOR-DOR inv ag | HTR5A inv ag | phage Ecoli inh | SUMO Mot1 rescue | Tat export inh | MOR-DOR ag
CN(c1ccccc1)c1nc(N)c([N+](=O)[O-])c(N2CCCCC2)n1 | -0.1 | 0 | -5 | -0.1 | -3 | -12 | -5 | 1.2 | 105 | 6 | 2.3
COc1ccc(-c2cc(C(F)F)n3ncc(C(=O)N4CCc5ccccc5C4)c3n2)cc1 | 2.0 | -6 | 6 | -0.5 | -10 | 2 | -5 | 3.4 | 45 | 6 | -0.3
CCOc1ccc(S(=O)(=O)Nc2ccc3c(c2)OCO3)c2cccnc12 | 0.6 | -2 | -4 | -1.9 | 7 | 7 | 3 | 0.3 | -7 | -5 | -1.4
Cc1ccccc1C(=O)c1cccn1CC(=O)NCc1cccc(Cl)c1 | -0.3 | -4 | 9 | -1.1 | 1 | 17 | -19 | 0.2 | -16 | -3 | -3.2
Cc1nc(SCC(=O)N2c3ccccc3NC(=O)CC2C)c2c(C)c(C)sc2n1 (stereo not drawn) | / | -5 | 9 | / | -6 | 8 | 7 | 1.3 | / | -2 | -1.6
CCOc1ccc(NS(=O)(=O)c2ccc(C(=O)N(C)CC(=O)Nc3ccccc3Br)cc2)cc1 | / | 2 | 30 | / | -4 | 1 | 7 | 1.0 | / | 7 | -0.3
Cc1ccccc1-n1c(C)nnc1SCC(=O)NC1CCCc2ccccc21 (stereo not drawn) | 2.7 | 10 | 1 | 1.5 | 0 | -52 | 6 | 0.3 | 126 | 1 | 9.1
CC(C)NC(=O)C(Cc1ccccc1)N1C(=O)c2ccccc2C1=O (stereo not drawn) | -5.4 | 0 | -16 | 0.9 | 6 | 2 | -28 | 1.5 | -7 | -1 | -0.3
O=C(COC(=O)c1cnccn1)c1ccc2ccccc2c1 | 0.8 | 1 | -7 | -0.4 | 2 | 23 | 8 | 4.5 | 18 | 0 | -4.2
COc1ccc(N(CC(=O)NCc2ccc(C)cc2)S(=O)(=O)c2ccccc2[N+](=O)[O-])c(OC)c1 | -3.9 | 5 | 7 | -1.1 | -12 | 11 | -6 | 3.4 | -12 | 4 | -2.2
C/C(=N/NC(=O)c1ccoc1C)c1ccc(NC(=O)c2ccncc2)cc1 | -0.2 | -5 | 3 | -0.3 | -15 | 12 | -3 | 3.4 | 4 | -4 | -2.2
O=S(=O)(c1ccc(Br)s1)N1CCC(Cc2ccccc2)CC1 | 0.1 | -1 | -10 | 0.6 | -5 | -10 | -4 | 2.1 | 211 | 5 | 1.8
NC(=O)C1CCN(Cc2nc3cc(C(F)(F)F)ccc3c(=O)[nH]2)CC1 | 1.1 | 0 | 14 | -2.1 | -6 | 14 | -1 | 2.6 | / | 1 | -2.8
CC(C)(C)NC(=O)c1cccc(NC(=O)c2ccco2)c1 | 2.9 | -1 | 16 | -1.0 | -19 | 12 | 2 | 0.4 | 30 | -1 | -2.9
COc1ccc(NC(=O)CCS(=O)(=O)c2ccc(Br)s2)cc1 | -0.4 | 5 | 17 | -0.2 | 2 | 1 | -13 | -2.0 | 9 | 6 | -0.2
COc1ccc(CNC(=O)c2c(-c3c(F)cccc3Cl)noc2C)cc1 | -0.7 | -12 | -7 | 0.4 | -8 | 13 | -17 | 1.7 | 35 | 16 | -2.9
Nc1ccc2nc(N)sc2c1 | / | -1 | -26 | / | -5 | 13 | -10 | 0.9 | / | 1 | -2.6
COc1ccc(OC)c2sc(N(CCN(C)C)C(=O)c3cc(Cl)sc3Cl)nc12 | -1.1 | -8 | -18 | 0.3 | -10 | -2 | -7 | 4.1 | 212 | 9 | 0.3
Cc1ccc(Cn2nnc3c(=O)[nH]c(C4CCCN(C(=O)Nc5ccc(F)cc5)C4)nc32)cc1 (stereo not drawn) | 1.9 | -2 | 9 | 1.6 | -20 | -9 | 0 | 2.0 | / | -2 | 1.6
COc1cc(OC)cc(C(=O)NCC(C)NC(=O)c2cc(OC)cc(OC)c2)c1 (stereo not drawn) | 1.8 | -12 | -2 | 0.2 | -17 | -2 | 5 | -1.3 | -8 | -6 | 0.3
COc1cc(OC)c2c(-c3ccccc3)cc(=O)oc2c1C(CCN1CCCC(C)C1)c1ccc(N(C)C)cc1 (stereo not drawn) | -0.4 | 10 | -21 | -2.5 | -12 | 8 | -9 | 1.4 | -8 | 7 | -1.5
Cn1c(CSc2nc3ccccc3s2)nc2ccccc21 | 5.3 | -8 | 9 | 0.1 | 12 | 17 | 13 | 4.7 | 12 | 4 | -3.5
Nc1nc(N2C(=O)C3CC=CCC3C2=O)nn1-c1ccccc1 (stereo not drawn) | 1.6 | -5 | 20 | 0.2 | -2 | -4 | -9 | -0.3 | 14 | -9 | 0.8
Cc1cccc(N=C2SC(C)CN2C(=O)CN2C(=O)NC3(CCCC3)C2=O)c1 (stereo not drawn) | -1.9 | 5 | -15 | 0.2 | 10 | -26 | 8 | 2.6 | -13 | 0 | 3.9
CCN1C(=O)c2ccccc2S(=O)c2ccc(C(=O)N3CCOCC3)cc21 (stereo not drawn) | 0.3 | -4 | -8 | 0.1 | 0 | 12 | -12 | 0.3 | -7 | 0 | -2.3
SMILES | AddAB inh | PKA-R2B activ | PfHsp90 yeast 2 | E coli growth | PKA-R1A act | MOR-DOR inv ag | HTR5A inv ag | phage Ecoli inh | SUMO Mot1 rescue | Tat export inh | MOR-DOR ag
Cc1c(C)c2c(OCC(=O)N[C@@H](C(=O)O)c3ccccc3)cc3c(c2oc1=O)CCC(C)(C)O3 | 2.0 | -13 | 2 | 0.3 | -5 | 6 | 26 | 5.5 | -14 | 9 | -1.2
O=[N+]([O-])c1cccc(C([O-])=C(C(=S)Nc2cccc3ccccc23)[n+]2ccccc2)c1 | / | -10 | -1 | / | 2 | 0 | -17 | 1.6 | / | 10 | 0.0
Cc1ccc(NC(=O)C(=O)NCCCN2CCCC2=O)c(C)c1 | -0.5 | -14 | 17 | -0.6 | -2 | 0 | -27 | 0.9 | 39 | -10 | 0.0
CCn1c(NCc2ccccn2)nc2c1c(=O)n(C)c(=O)n2C | 1.0 | -4 | 10 | -1.5 | 1 | 11 | 4 | 1.1 | -3 | -3 | -2.2
COc1ccc(C(=O)CSc2n[nH]c(-c3ccncc3)n2)cc1[N+](=O)[O-] | 2.4 | 5 | 8 | 0.7 | -4 | 13 | 5 | 2.4 | -10 | -1 | -2.9
Cc1ccc2c(CN3CCOCC3)cc(=O)oc2c1C | 1.4 | 1 | -32 | 0.4 | 2 | 5 | -15 | 2.4 | 182 | 11 | -1.0
O=C(NC1CCCCC1)N(Cc1ccccc1)Cc1ccco1 | 1.2 | -2 | 6 | 0.2 | -6 | 10 | -9 | 0.8 | / | 5 | -1.7
COc1cccc(C(C(=O)NC(C)(C)C)N(CC(C)C)C(=O)CCC(=O)Nc2cc(C)on2)c1OC (stereo not drawn) | 2.3 | -1 | 1 | -1.0 | 0 | 7 | 0 | 4.6 | -7 | 0 | -1.3
CCCCN(CCCC)S(=O)(=O)c1ccc2oc(C(=O)N3CCOCC3)c(C)c2c1 | -1.6 | 1 | 3 | -1.2 | 3 | -48 | -6 | 2.2 | -18 | 14 | 8.4
O=C(NCC(c1cccs1)N1CCOCC1)c1cc2ccccc2o1 (stereo not drawn) | 1.4 | -7 | 19 | -0.1 | 0 | 8 | -10 | 0.5 | 1 | -2 | -1.4
CCN(C(=O)COC(=O)c1nc2nc(C)cc(C)n2n1)C1CCCCC1 | 1.5 | -5 | -11 | 1.1 | -1 | 12 | 3 | 2.7 | -1 | 8 | -1.8
Cc1ccn2nc(C(=O)OCC(=O)N(CC(C)C)C3CCS(=O)(=O)C3)nc2n1 (stereo not drawn) | 0.0 | 10 | 0 | 2.1 | -16 | 18 | 4 | 1.8 | -16 | 2 | -4.5
CCOC(=O)c1cc2c(ccn2-c2ccc(F)cc2)n1CC(=O)N(CC)CC | -2.0 | -9 | 0 | -2.4 | -4 | 12 | 8 | 2.3 | 11 | 1 | -2.4
O=C(Nc1ccc2c(c1)OCCO2)c1cccc2nc3ccccc3nc12 | -1.8 | 0 | 2 | 1.3 | -14 | -3 | 14 | 2.2 | -18 | 1 | 0.5
CC(C)[C@H](NC(=O)C1CCN(C(=O)[C@@H]2CCCN2)CC1)C(=O)NCc1ccc(F)cc1 | 3.2 | -13 | -8 | -0.2 | -2 | 13 | 11 | 4.2 | 5 | 16 | -2.5
COc1ccc(Br)cc1CNC(=O)Cn1nc(C)n2cccc2c1=O | 3.7 | -15 | 11 | -0.8 | -1 | 2 | -16 | 1.2 | -1 | -5 | -0.3
CCNc1nnc(CCn2nc(C)c(Br)c2C)s1 | 4.0 | -2 | 10 | 1.5 | -5 | 0 | -7 | 1.5 | -13 | -8 | 0.1
COc1ccc(CCNC(=O)/C=C/c2cc(OC)c(OC)c(OC)c2)cc1OC | 4.0 | -2 | -14 | -0.9 | -2 | 5 | -5 | 4.2 | -8 | -7 | -1.0
N#C/C(=C\c1ccc(N2CCOCC2)o1)c1ccccc1 | 0.6 | -2 | -25 | 0.4 | -10 | -24 | -1 | 2.8 | -14 | 5 | 4.2
Cc1ccc(C(=O)Nc2ccc3c4c(cccc24)CC3)cc1[N+](=O)[O-] | 1.0 | -2 | -4 | -0.3 | -7 | 4 | 19 | 3.5 | 3 | 11 | -0.8
COCc1cc(CN(C)C(=O)C2CCC(=O)N(Cc3cccc(OC)c3)C2)[nH]n1 (stereo not drawn) | 3.9 | -9 | 13 | 1.8 | 1 | 10 | -10 | 3.5 | 14 | -4 | -2.0
Cc1cccc(OCCCSc2nc3ccccc3[nH]2)c1 | 5.1 | -9 | 52 | 1.6 | 5 | -34 | 6 | 2.5 | 192 | -5 | 6.6
Cc1c(OCc2ccccc2)c(=O)ccn1Cc1ccccc1 | 0.2 | 2 | 14 | 0.8 | -4 | 21 | -17 | 3.9 | / | -5 | -4.3
CCSc1nnc(NC(=O)CSc2nc3c(c(=O)n2CC)SC(C)C3)s1 (stereo not drawn) | 4.3 | -5 | -17 | -2.2 | 5 | 12 | 5 | 5.1 | 116 | -1 | -2.3
Cc1ccc(Nc2nnc(SCC(=O)NCC3CCCO3)s2)cc1 (stereo not drawn) | 0.0 | 5 | 3 | -0.3 | 2 | 9 | 27 | -0.4 | -6 | 2 | -2.4
c1ccc(-c2ccc(SCc3cccnc3)nn2)nc1 | 8.2 | 0 | 1 | 8.5 | -9 | 9 | -3 | 7.7 | 94 | -3 | -1.9
CCOC(=O)C1=CN(Cc2cccc(F)c2)S(=O)(=O)N(CC)C1c1ccc2ccccc2c1 (stereo not drawn) | 0.7 | -4 | -7 | 1.1 | -7 | 6 | 4 | 1.8 | / | 5 | -1.2
COC(=O)c1ccc(Cl)c(NC(C)=O)c1 | 0.4 | -4 | -3 | -0.3 | 6 | 17 | -1 | 2.9 | 153 | 1 | -3.1

Screening results (PubChem)
